rCAG binder: molecules binding r(CAG) RNA repeats. r(CAG) RNA repeat, TO-PRO-1 dye displacement fluorescence. inhibition, % at 3 µM. 370,000 compounds, 1.3% hits. AID 651821;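 active = inhibition above the plate cutoff, the mean of all test compounds on that plate plus 3 SD, cut at about 35% in these data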;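 note: 0% = DMSO alone and 100% = 100 µM mitoxantrone as full dye displacement; higher means more dye released from RNA so lower well fluorescence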
NPR2 activator: GC-B (human) receptor activation; P20594; HEK293-GC-B cells, CNP EC30, cGMP TR-FRET; 0% at EC30 CNP, 100% saturating CNP; activation, % at 10 µM; 370,000 compounds, 0.11% hits; AID 1920062;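 active = activation at 10 µM reaching about 35% in either raw or pattern-adjusted values, limit read from the data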
HGIII-sPLA2 inh: Inhibits HGIII-sPLA2 liposome hydrolysis, primary screen; Q9NZ20; QFRET BODIPY PC-A2 liposome hydrolysis, fluorescence; inhibition, % at 12.2 µM; 370,000 compounds, 0.56% hits; AID 743126;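 active = inhibition above mean plus 3 SD of compounds lying within the high and low control bounds, cut at about 19% in these data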;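 note: 0% = median of test compound wells and 100% = no enzyme DMSO wells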
Target sequence (Q9NZ20 whole entry, looked up): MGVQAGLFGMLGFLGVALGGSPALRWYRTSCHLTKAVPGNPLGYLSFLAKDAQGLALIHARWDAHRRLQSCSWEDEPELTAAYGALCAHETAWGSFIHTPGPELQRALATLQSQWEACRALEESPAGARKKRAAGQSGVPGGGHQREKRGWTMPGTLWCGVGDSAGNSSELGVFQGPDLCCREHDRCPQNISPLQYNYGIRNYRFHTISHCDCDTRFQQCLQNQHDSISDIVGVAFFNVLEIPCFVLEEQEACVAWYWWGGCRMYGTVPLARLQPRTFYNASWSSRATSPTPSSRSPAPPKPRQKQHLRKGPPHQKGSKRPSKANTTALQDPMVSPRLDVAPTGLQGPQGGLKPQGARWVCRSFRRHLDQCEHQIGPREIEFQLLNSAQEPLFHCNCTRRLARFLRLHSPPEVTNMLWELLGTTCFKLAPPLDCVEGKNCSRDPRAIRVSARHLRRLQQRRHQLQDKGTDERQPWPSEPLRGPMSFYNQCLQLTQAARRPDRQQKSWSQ
DDE Tn6 FP inh: disrupts Tn6 cyclic peptide binding to fibrin D-Dimer-E complex | Fibrin DD(E) TRITC-Tn6 fluorescence polarization displacement | inhibition, % at 8.3 µM | 370,000 compounds, 0.21% hits;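 active = inhibition above a per-campaign cutoff: mean of compounds within control limits plus 3 SD, cut at about 15% in these data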;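 note: 0% = median of all compound wells on the plate and 100% = blocking peptide control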
GAA850 FXN act: frataxin GAA850 promoter activation | activation, % at 6 µM | 360,000 compounds, 0.56% hits | HEK293 lucGAA850 FXN promoter luciferase reporter, 24 h; percent of 10 µM SAHA response | AID 540364;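 active = activation above the average of all compounds screened plus 3 SD, cutoff fixed separately per campaign, cut at about 7.5% in these data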;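 note: 0% = DMSO wells and 100% = 10 µM SAHA wells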
ADAM10 inh: ADAM10 inhibition, QFRET primary screen; O14672; recombinant ADAM10, EDANS/DABCYL FRET peptide cleavage, 3 h; inhibition, % at 7 µM; 370,000 compounds, 0.62% hits; AID 720582;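 active = inhibition above a per-campaign cutoff equal to the mean of compounds falling between control-based bounds plus 3 SD, cut at about 20% in these data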;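 note: 0% = DMSO wells while the 100% control is not disclosed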
ARFGAP1 inh: inhibitors of rat ARFGAP1; Q62848; inhibition, % at 16.5 µM; Arfgap1-stimulated ARF1 GTP hydrolysis, GDP FP detection; AID 651572; 360,000 compounds, 0.26% hits;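 active = inhibition above a per-plate limit, mean inhibition of low control wells plus 3 SD, cut at about 25% in these data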;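 note: 0% = DMSO wells with enzyme and 100% = wells lacking Arfgap1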
Target sequence (Q62848 1-136 limits assumed): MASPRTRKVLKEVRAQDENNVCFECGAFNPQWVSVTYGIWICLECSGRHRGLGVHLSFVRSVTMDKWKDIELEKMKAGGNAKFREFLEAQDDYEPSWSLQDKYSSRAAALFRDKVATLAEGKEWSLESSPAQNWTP
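Assay system: Rat Arfgap1 GAP domain (His6, aa 1-136), purified enzyme | Buffer or medium: HEPES 25 mM pH 7.5, NaCl 150 mM, MgCl2, DTT | Schedule: GTP hydrolysis reaction 2 h at 25 °C | Signal: FP of antibody-bound GDP Alexa 633 tracer, ex 620/em 688 nm | Measure: Percent inhibition of Arfgap1-stimulated GTP hydrolysis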
ASAP1 inh: blocks human ASAP1-stimulated Arf1 GTP hydrolysis; GDP FP detection; inhibition, % at 16.5 µM; 360,000 compounds, 0.19% hits; AID 624377; in the data active = inhibition above about 25%;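 note: 0% = vehicle with enzyme and substrate and 100% = no enzyme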
Target sequence (Q9ULH1 325-724 limits assumed): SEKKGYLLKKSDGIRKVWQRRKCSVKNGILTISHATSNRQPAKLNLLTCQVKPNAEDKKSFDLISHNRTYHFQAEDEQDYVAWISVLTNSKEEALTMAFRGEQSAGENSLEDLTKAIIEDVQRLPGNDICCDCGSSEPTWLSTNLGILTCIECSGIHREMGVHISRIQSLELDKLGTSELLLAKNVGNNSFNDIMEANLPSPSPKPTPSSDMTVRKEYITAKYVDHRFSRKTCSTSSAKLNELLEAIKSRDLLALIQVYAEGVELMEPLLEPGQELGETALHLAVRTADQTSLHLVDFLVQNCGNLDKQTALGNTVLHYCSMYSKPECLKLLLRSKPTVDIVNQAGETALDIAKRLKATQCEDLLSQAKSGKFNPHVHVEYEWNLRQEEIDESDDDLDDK
NPR1 activator: GC-A (human) enzyme activation; 370,000 compounds, 0.14% hits; HEK293 GC-A cells, cGMP TR-FRET, EC30 ANP; 0% at EC30 ANP, 100% saturating ANP; activation, % at 10 µM; P16066; in the data active = activation above about 40%
KLK7 zymogen act: proKLK7 (human) activation, primary screen; AID 652039; 370,000 compounds, 0.9% hits; P49862; purified proKLK7, EDANS-DABCYL substrate fluorescence; 100% is mature enzyme control, 0% vehicle; activation, % at 7 µM;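 active = activation above the mean of all tested compounds plus 3 SD, computed per campaign excluding outliers beyond control limits, cut at about 13% in these data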
* marks the source's active call; other numbers are inactive results; . = no result given.

item	smiles	rCAG binder	NPR2 activator	HGIII-sPLA2 inh	DDE Tn6 FP inh	GAA850 FXN act
1	CCN(C(=O)C(C)N1C(=O)/C(=C/c2cccs2)SC1=S)C1CCS(=O)(=O)C1 (configuration not stated)	1	-4	2	5	1.5
2	Cc1ccc(S(=O)(=O)N2CCN(C(=O)CC(C)n3nc(C)c(Cl)c3C)CC2)cc1C (configuration not stated)	-9	-4	-16	1	-1.8
3	CCC(COC(C)=O)Nc1nc2c([nH]1)c(=O)n(C)c(=O)n2C (configuration not stated)	-1	1	-1	3	0.2
4	CCCCn1cnc2c(SCc3ccccc3F)nc(N)nc21	1	21	-4	0	8.3*
5	COc1ccc(CN(C)C(=O)c2ccc(OCC(=O)Nc3cccc(C(F)(F)F)c3)c(OC)c2)cc1	1	0	-19	3	-4.8
6	Cc1ccc(S(=O)(=O)N2CCN(C(=O)c3ccc(COc4ccccc4)o3)CC2)cc1	4	-5	5	2	1.5
7	CCCN1CCC(=NNc2ccc(S(N)(=O)=O)cc2[N+](=O)[O-])CC1	2	2	0	8	0.2
8	CN(C)CCNC(=O)c1c(CSc2ccccc2)noc1C(=O)NCc1ccccc1	-8	1	-1	-5	-0.7
9	CCCc1cc(=O)[nH]c(SCC(=O)N(CCC#N)c2ccc3c(c2)OCCO3)n1	-2	0	7	2	2.4
10	Cn1c(SCC(=O)NC2CC2)nnc1-c1ccc(Cl)cc1	2	-4	2	5	1.9

item	ADAM10 inh	ARFGAP1 inh	ASAP1 inh	NPR1 activator	KLK7 zymogen act
1	1	5	9	-5	0.3
2	1	4	-4	-1	0.7
3	1	-2	-6	2	0.1
4	3	2	-3	10	0.3
5	3	11	3	3	-0.1
6	-5	5	-3	1	0.6
7	2	-6	-20	4	-0.6
8	-6	-5	2	-3	-0.1
9	-13	-8	-6	6	0.4
10	0	10	-3	-3	0.2

Continuation:
item	smiles	rCAG binder	NPR2 activator	HGIII-sPLA2 inh	DDE Tn6 FP inh	GAA850 FXN act
11	Cc1ccccc1OCc1nc2ccccc2c(=O)n1NC(=O)c1ccco1	5	2	-1	-2	0.7
12	O=c1c2[nH]c3ccccc3c2ncn1CCCn1ccnc1	-1	2	1	-6	-1.2
13	Cc1ccc(S(=O)(=O)N2CCN(C(=O)COC(=O)/C=C/c3cccc(Cl)c3)CC2)c(C)c1	1	-2	12	-6	1.3
14	CCOc1ccc(CN(C(=O)c2ccccn2)c2ccc(OC)c(Cl)c2)cc1	-5	-8	-6	0	3.4
15	CCOc1ccc(S(=O)(=O)N(CC)CC)cc1N	1	-4	4	9	2.0
16	Cc1ccc(C(=O)N2CCCC(Nc3ccc(C(C)C)cc3)C2)cn1 (configuration not stated)	-6	0	4	-2	-0.9
17	Cc1cccc(CN2CCC(Oc3ccc(C(=O)N4CCCCC4)cc3)CC2)c1	-12	5	-13	2	-1.7
18	COCC1CCCCN1C(=O)c1cccc(OC2CCN(S(C)(=O)=O)CC2)c1 (configuration not stated)	-5	5	-2	-4	2.4
19	CC(C)(C)C(=O)C1=C(O)C(=O)N(Cc2ccccc2)C1c1ccccc1Cl (configuration not stated)	-2	3	6	6	1.7
20	Cn1cc(CN2CCCC(C(=O)Nc3cccc(-n4cccn4)c3)C2)cn1 (configuration not stated)	1	0	1	-4	-1.5

item	ADAM10 inh	ARFGAP1 inh	ASAP1 inh	NPR1 activator	KLK7 zymogen act
11	10	-3	0	-3	-0.4
12	-40	-3	-13	5	-0.3
13	-18	7	-7	2	0.2
14	-2	10	-1	-1	0.1
15	2	2	3	0	-0.1
16	-4	-1	-19	-2	0.2
17	2	14	-7	-2	0.6
18	0	-11	6	1	0.0
19	-4	-4	-12	7	0.3
20	1	-13	-11	1	0.4

Continued:
item	smiles	rCAG binder	NPR2 activator	HGIII-sPLA2 inh	DDE Tn6 FP inh	GAA850 FXN act
21	COc1ccc(C2(NC(C)=O)CCN(C(=O)CCC(=O)O)CC2)cc1	-2	8	1	2	1.5
22	O=C(Cc1ccccc1F)OCC(=O)N1CCN(C(=O)c2ccco2)CC1	-4	-1	-1	-9	1.1
23	CN1CCN2c3ccccc3CC(C#N)(C#N)C2C1 (configuration not stated)	1	2	2	2	.
24	O=S(=O)(c1cc(Cl)ccc1Cl)N1CCNCC1	1	-11	1	-1	0.0
25	C=CCn1cc(C(=O)NCCN(CC)CC)c(=O)c2cc(S(=O)(=O)N3CCCCCC3)ccc21	-6	2	-7	-3	0.8
26	CN(C(=O)COC(=O)CNC(=O)c1cccs1)c1c(N)n(Cc2ccccc2)c(=O)[nH]c1=O	2	2	8	-5	-1.0
27	CCSc1nnc(-c2ccncc2)n1Cc1ccccc1	-6	-1	6	0	1.9
28	COc1cc(OC)c(OC)cc1CNC(=O)c1cc(=O)c2ccccc2o1	1	3	12	-11	0.7
29	Cc1ccn2cc(CNS(=O)(=O)c3cccs3)nc2c1	5	-4	-2	0	3.1
30	O=C(CCC1CCCCC1)Nc1ccccc1O	-2	0	-46	-1	4.1

item	ADAM10 inh	ARFGAP1 inh	ASAP1 inh	NPR1 activator	KLK7 zymogen act
21	-8	3	12	0	-0.3
22	-4	-6	-12	-4	-0.3
23	-8	8	-6	1	-1.2
24	-2	-2	-6	2	-0.4
25	3	-6	1	3	1.1
26	-9	6	15	1	-0.4
27	-8	0	5	4	0.2
28	-5	10	3	-2	-0.5
29	-11	-12	5	6	0.1
30	0	0	-8	2	0.6

Following part
item	smiles	rCAG binder	NPR2 activator	HGIII-sPLA2 inh	DDE Tn6 FP inh	GAA850 FXN act
31	COc1cccc(/C=C/C(=O)OCC(=O)Nc2cccc(S(=O)(=O)N(C)C)c2)c1	11	0	-41	-12	1.5
32	COC(=O)c1ccc([C@H](NC(=O)c2ccco2)[C@]2(C)C[C@H]2C2CCCCC2)cc1	10	2	-5	6	-0.3
33	COc1cc(C2/C(=C(\O)c3ccc4c(c3)CC(C)O4)C(=O)C(=O)N2c2nnc(C)s2)cc(OC)c1OC (configuration not stated)	7	1	-8	-1	-0.7
34	CC(C)Sc1nc(C(F)(F)F)cc(=O)n1-c1ccccc1	-1	4	8	2	3.0
35	COc1ccc(C(NC(=O)C2CCN(CCCc3ccccc3)CC2)c2cccs2)cc1 (configuration not stated)	3	-8	-1	1	-0.9
36	Cc1cccc(C)c1NC(=O)C1(C)CN(S(C)(=O)=O)CC(=O)N1CCOc1ccccc1 (configuration not stated)	2	-1	1	-3	.
37	O=C(O)c1cc(-c2cccs2)nn1-c1ccccc1	3	1	-1	8	1.1
38	COc1cc([C@@H]2c3cc4c(cc3[C@@H](O[C@@H]3O[C@@H]5CO[C@@H](C)O[C@H]5[C@H](O)[C@H]3O)[C@H]3COC(=O)[C@H]23)OCO4)cc(OC)c1O	1	4	2	8	-8.8
39	CN(CC(=O)Nc1ccc(C#N)cc1)Cc1ccc(Cl)c(Cl)c1	2	-5	-16	-2	2.2
40	S=C(NCCc1ccccc1)N/N=C/c1cccc(Cl)c1Cl	5	6	0	2	3.9

item	ADAM10 inh	ARFGAP1 inh	ASAP1 inh	NPR1 activator	KLK7 zymogen act
31	-138	17	10	0	-0.8
32	4	-2	4	-2	-0.1
33	0	6	-15	3	2.2
34	-30	-2	-2	2	0.3
35	-15	-21	4	-5	-0.2
36	1	5	0	-1	0.9
37	-1	0	-12	2	0.6
38	-13	-1	-7	2	0.5
39	-2	7	-3	-2	0.0
40	4	7	-6	8	-0.6

Continued.
item	smiles	rCAG binder	NPR2 activator	HGIII-sPLA2 inh	DDE Tn6 FP inh	GAA850 FXN act
41	O=C(Nc1ccc(Br)cc1)c1ccc(N2C(=O)C3CC=C(Cl)CC3C2=O)cc1 (configuration not stated)	13	11	6	0	-1.5
42	CC(=O)Nc1ccc(C(=O)CSc2nnc(Cn3nnc4ccccc43)n2C)cc1	-5	9	3	2	-2.4
43	Cc1cc(C)c2c(=O)[nH]c(SCC(=O)Nc3ccc(N(C)C)cc3)nc2n1	19	-5	-8	-4	-0.7
44	O=C(CSCCc1ccccn1)Nc1ccc(Br)cn1	-4	2	4	0	-0.5
45	CCOc1ccc(OCC)c(S(=O)(=O)n2ccnc2C)c1	-2	6	-2	3	0.8
46	CCCc1cc(=O)[nH]c(SCC(=O)c2ccc3c(c2)NC(=O)CO3)n1	5	-2	-31	-6	1.1
47	Cc1cc(C)nc(NS(=O)(=O)c2ccc(N/C=C/C(=O)c3ccc(Cl)cc3)cc2)n1	20	3	-29	5	-0.6
48	CCOc1ccc(NC2=CC(=O)CCC2)cc1	0	-2	0	-3	-0.9

item	ADAM10 inh	ARFGAP1 inh	ASAP1 inh	NPR1 activator	KLK7 zymogen act
41	-2	-1	1	11	-1.2
42	-7	-1	6	-2	-1.0
43	4	2	-3	0	0.2
44	8	2	-4	-3	0.2
45	6	5	6	3	0.3
46	-6	-6	6	3	-0.3
47	-8	8	0	14	0.1
48	-10	-1	-4	-2	0.2

A second format for part of the listing above:
(44) O=C(CSCCc1ccccn1)Nc1ccc(Br)cn1
  rCAG binder = -4
  NPR2 activator = 2
  HGIII-sPLA2 inh = 4
  DDE Tn6 FP inh = 0
  GAA850 FXN act = -0.5
  ADAM10 inh = 8
  ARFGAP1 inh = 2
  ASAP1 inh = -4
  NPR1 activator = -3
  KLK7 zymogen act = 0.2
(45) CCOc1ccc(OCC)c(S(=O)(=O)n2ccnc2C)c1
  rCAG binder = -2
  NPR2 activator = 6
  HGIII-sPLA2 inh = -2
  DDE Tn6 FP inh = 3
  GAA850 FXN act = 0.8
  ADAM10 inh = 6
  ARFGAP1 inh = 5
  ASAP1 inh = 6
  NPR1 activator = 3
  KLK7 zymogen act = 0.3
(46) CCCc1cc(=O)[nH]c(SCC(=O)c2ccc3c(c2)NC(=O)CO3)n1
  rCAG binder = 5
  NPR2 activator = -2
  HGIII-sPLA2 inh = -31
  DDE Tn6 FP inh = -6
  GAA850 FXN act = 1.1
  ADAM10 inh = -6
  ARFGAP1 inh = -6
  ASAP1 inh = 6
  NPR1 activator = 3
  KLK7 zymogen act = -0.3
(47) Cc1cc(C)nc(NS(=O)(=O)c2ccc(N/C=C/C(=O)c3ccc(Cl)cc3)cc2)n1
  rCAG binder = 20
  NPR2 activator = 3
  HGIII-sPLA2 inh = -29
  DDE Tn6 FP inh = 5
  GAA850 FXN act = -0.6
  ADAM10 inh = -8
  ARFGAP1 inh = 8
  ASAP1 inh = 0
  NPR1 activator = 14
  KLK7 zymogen act = 0.1

Compound activity deposited in PubChem by several laboratories.
